AMA1 RON2 block – qHTS for Inhibitors of AMA1-RON; Towards Development of Antimalarial Drug Lead: Primary Screen; Plasmodium falciparum AMA1 (3D7) - RON2 peptide interaction; Potency, µM (doses to about 58.2 µM), without a hit: top-dose activity change, negative = inhibition, actives largely listed as inhibitors; AlphaScreen AMA1-biotinylated RON2 peptide binding; 0.2% of 360,000 active; active = well fitted inhibition curve with a large enough effect; inconclusive = small, poorly fitted or top-dose-only effect; inactive = no such curve, though single readings can be large or run the other way;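 also: potency is read from the fitted curve at half-maximal effect; 0% = vehicle wells and -100% = peptide control; nearly all actives have a fitted effect of over 45% in size; some results filed as inactive show a strong effect at the top dose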
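AMA1 (3D7) with his tag at 25 nM final met compounds first, then biotinylated RON2 peptide at 25 nM; detection used donor plus acceptor beads, 10 µg/mL apiece, read by AlphaScreen after 30 min at room temperature.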
HCMV inh – qHTS Assay for inhibitors of the human cytomegalovirus (HCMV) | activity change, negative = inhibition, % at 57.5 µM | 4.5% of 410,000 active | HFF cells, HCMV-luciferase reporter, 72 h; hits give low values; in the data active = activity change below about -60%; inconclusive = no clear call, values can overlap the other calls; inactive = above about -39%
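Screen run at 2 compound doses on HFFs infected with reporter HCMV, MOI 1 PFU/cell. Luciferase activity from cell lysates at 72 h post infection gave inhibition relative to buffer-only and Salinomycin wells.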
The depositor's hits bear a star; ? = inconclusive; [ ] = remark or other dose. Unless noted, % is scaled to controls: 0 for no effect and ±100 for the full control effect. Not all compounds are listed. The share of hits here may be higher or lower than overall.

> CCCCCCCCN1C(=O)[C@H](CC(=O)NCCCCc2ccccc2)C[C@@]2(C(=O)OC)CC(C)(C)CC=C12
- AMA1 RON2 block: -15.1%
- HCMV inh: 21.1

> Cc1cccc(C)c1-n1nnnc1C(c1ccccc1OC(F)(F)F)N1CCN(C/C=C/c2ccccc2)CC1 (stereo unspecified)
- AMA1 RON2 block: ?
- HCMV inh: -36.3

> CC1(C(=O)NS(=O)(=O)c2ccc(C#N)cc2)CCN1C(=O)CC1CC1 (stereo unspecified)
- AMA1 RON2 block: -15.6%
- HCMV inh: -4.7

> O=C(C[C@H]1C(=O)N(CCc2ccccc2)C[C@@H]1Cc1ccccc1)Nc1ccc(Br)cc1
- AMA1 RON2 block: -4.1%
- HCMV inh: 10.3

> C[C@H](CO)N1C[C@H](C)[C@@H](CN(C)S(=O)(=O)c2cccc(F)c2)OCc2cnnn2CCCC1=O
- AMA1 RON2 block: -1.4%
- HCMV inh: 22.1

> CC(C)CCC(=O)Nc1cc(S(=O)(=O)N2CCOCC2)ccc1N1CCCC1
- AMA1 RON2 block: -3.1%
- HCMV inh: -24.7

> COC1OC2COC(c3ccccc3)OC2C(NC(C)=O)C1OC(C)=O (stereo unspecified)
- AMA1 RON2 block: -3.7%
- HCMV inh: 34.4

> Cn1ccc2c(-c3ccc(F)cc3F)cc3c(c21)C1CCC3C1 (stereo unspecified)
- AMA1 RON2 block: -18.6%
- HCMV inh: -17.5

> Cc1c(C(=O)NCC2CC2)sc(=O)n1Cc1cccc(F)c1
- AMA1 RON2 block: 5.0%
- HCMV inh: -23.8

> C=CCNc1nc2cc(-c3ccccc3C)sc2c(=O)n1C
- AMA1 RON2 block: 2.4%
- HCMV inh: 20.5

One compound at a time, as listed above. Screens in order: AMA1 RON2 block, HCMV inh
`CCCCCCCCN1C(=O)[C@H](CC(=O)NCCCCc2ccccc2)C[C@@]2(C(=O)OC)CC(C)(C)CC=C12` reads -15.1%, 21.1
`Cc1c(C(=O)NCC2CC2)sc(=O)n1Cc1cccc(F)c1` reads 5.0%, -23.8

A second format for part of the listing above.
SMILES | AMA1 RON2 block | HCMV inh
Cn1ccc2c(-c3ccc(F)cc3F)cc3c(c21)C1CCC3C1 (stereo unspecified) | -18.6% | -17.5
Cc1c(C(=O)NCC2CC2)sc(=O)n1Cc1cccc(F)c1 | 5.0% | -23.8

Fetched by compound from above:
> CC(C)CCC(=O)Nc1cc(S(=O)(=O)N2CCOCC2)ccc1N1CCCC1
- AMA1 RON2 block: -3.1%
- HCMV inh: -24.7

> C=CCNc1nc2cc(-c3ccccc3C)sc2c(=O)n1C
- AMA1 RON2 block: 2.4%
- HCMV inh: 20.5

> CCCCCCCCN1C(=O)[C@H](CC(=O)NCCCCc2ccccc2)C[C@@]2(C(=O)OC)CC(C)(C)CC=C12
- AMA1 RON2 block: -15.1%
- HCMV inh: 21.1

The list goes on.
> COc1ccc(CNC(=O)c2cn(Cc3ccc(S(=O)(=O)N(C)C)cc3)c(=O)s2)cc1
- AMA1 RON2 block: 3.6%
- HCMV inh: -81.2*

> CC(=O)N(C)C[C@@H]1Oc2ncc(C#Cc3ccc(F)cc3)cc2C(=O)N([C@@H](C)CO)C[C@H]1C
- AMA1 RON2 block: 8.4%
- HCMV inh: -3.6

> COc1ccc([C@H]2C[C@H](n3cc(COC(=O)c4ccccc4)nn3)[C@@H](O)CN2Cc2cccs2)cc1
- AMA1 RON2 block: -13.5%
- HCMV inh: 22.5

> Cc1ccc(CNC(=O)CC[C@H]2O[C@@H](n3cc(C)c(=O)[nH]c3=O)C[C@@H]2O)o1
- AMA1 RON2 block: 4.0%
- HCMV inh: -2.4

> COc1ccc(OC)c(NC(=O)C2(C)CCN2CCc2ccccc2)c1 (stereo unspecified)
- AMA1 RON2 block: -29.8%
- HCMV inh: -5.4

> NC(c1csc(NC(=O)Nc2cccc(C(F)(F)F)c2)n1)C1CCCCC1 (stereo unspecified)
- AMA1 RON2 block: 103.8%[activator]
- HCMV inh: -35.2

> CC1CC(C)CN(C(C(=O)NC2CCCCC2)c2cc3ccccc3o2)C1 (stereo unspecified)
- AMA1 RON2 block: 0.0%
- HCMV inh: -12.6

> COc1ccc(C(C)C)cc1-c1cc(C(=O)NCc2cc(C(F)(F)F)cc(C(F)(F)F)c2)[nH]n1
- AMA1 RON2 block: 12.7%
- HCMV inh: 21.0

> COc1ccc(CC(=O)N2CCC(C)(C(=O)NS(=O)(=O)C3CC3)C2)cc1OC (stereo unspecified)
- AMA1 RON2 block: -3.1%
- HCMV inh: 19.5

> CCOC(=O)[C@]12CCCC=C1N(Cc1ccc(Cl)cc1Cl)C(=O)[C@H](CC(=O)NCc1ccccc1)C2
- AMA1 RON2 block: 4.8%
- HCMV inh: -19.3

> Cc1c(C(=O)NCCN(C)C)n(C)c(=O)c2ccccc12
- AMA1 RON2 block: 4.0%
- HCMV inh: 38.8

> CC(C)C[C@H]1CN([C@@H](Cc2ccccc2)CN2CCC[C@@H]2CN2C(=O)C(=O)NC[C@@H]2Cc2ccc(O)cc2)C(=O)C(=O)N1CC1CCCCCC1
- AMA1 RON2 block: -16.3%
- HCMV inh: -27.2

> C[C@@H]1CN([C@@H](C)CO)C(=O)CCCn2nncc2CO[C@H]1CN(C)C(=O)Nc1ccc(N2CCCCC2)cc1
- AMA1 RON2 block: 8.9%
- HCMV inh: -8.0

> CNC(=O)C[C@H]1C(=O)N(Cc2ccccc2)C[C@@H]1C
- AMA1 RON2 block: -6.8%
- HCMV inh: -2.2

> O=C(Nc1nnc(-c2ccco2)o1)c1ccc(Br)s1
- AMA1 RON2 block: 130.9%[activator]
- HCMV inh: -35.7

> CS(=O)(=O)N1CCCCC1c1cc(C(=O)Nc2ccccc2Cl)no1 (stereo unspecified)
- AMA1 RON2 block: 9.5%
- HCMV inh: 8.4

An excerpt of these results, with two lines to a compound.
Results follow in this order: AMA1 RON2 block, HCMV inh
- C[C@@H]1CN([C@@H](C)CO)C(=O)CCCn2nncc2CO[C@H]1CN(C)C(=O)Nc1ccc(N2CCCCC2)cc1
    8.9%, -8.0
- CNC(=O)C[C@H]1C(=O)N(Cc2ccccc2)C[C@@H]1C
    -6.8%, -2.2
